# TRPC6 inh: blocks the mouse TRPC6 cation channel; HEK293-TRPC6, membrane potential dye, ACh-evoked depolarization; active compounds read low; AID 2553; 310,000 compounds, 1.1% hits; Q61143; B-score at 10 µM;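 active = B-score under library mean minus 3 SD, initial fluorescence not abnormally high, positive integrated signal ratio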;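 also: B-score derived from integrated fluorescence ratio over the kinetic read; more negative B-score means stronger inhibition of depolarization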
# HIF act: HIF pathway transcriptional activation; U2OS HRE-luciferase reporter, luminescence; normalized: DMSO 0%, desferrioxamine 100%; activation, % at 7.5 µM (by protocol); 300,000 compounds, 0.32% hits; AID 1910;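 active = mean activation of at least 10% of the iron chelator positive control signal, with at least half of replicates also reaching 10%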
# IEC-6 tox: kills IEC-6 intestinal cells in KLF5 counter-screen. inhibition, % at 5 µM. IEC-6 cytotoxicity, luminescence viability. AID 1825. 290,000 compounds, 0.78% hits; in the data active = inhibition above about 22%;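 also: 0% = plate median of test compound wells and 100% = cytotoxic reference compound wells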
# TRPC4 potent: allosterically enhances the mouse TRPC4 cation channel. HEK293 TRPC4beta/mu-opioid, DAMGO EC20, Fluo-4 Ca2+ flux; active compounds read high. B-score at 10 µM. 310,000 compounds, 0.42% hits;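 active = B-score of calcium response area above 5 SD of library B-scores, with initial fluorescence ratio within 5 SD of library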;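 also: B-score of integrated fluorescence ratio over time as area under calcium response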
# Target sequence (Q9QUQ5 whole entry, looked up): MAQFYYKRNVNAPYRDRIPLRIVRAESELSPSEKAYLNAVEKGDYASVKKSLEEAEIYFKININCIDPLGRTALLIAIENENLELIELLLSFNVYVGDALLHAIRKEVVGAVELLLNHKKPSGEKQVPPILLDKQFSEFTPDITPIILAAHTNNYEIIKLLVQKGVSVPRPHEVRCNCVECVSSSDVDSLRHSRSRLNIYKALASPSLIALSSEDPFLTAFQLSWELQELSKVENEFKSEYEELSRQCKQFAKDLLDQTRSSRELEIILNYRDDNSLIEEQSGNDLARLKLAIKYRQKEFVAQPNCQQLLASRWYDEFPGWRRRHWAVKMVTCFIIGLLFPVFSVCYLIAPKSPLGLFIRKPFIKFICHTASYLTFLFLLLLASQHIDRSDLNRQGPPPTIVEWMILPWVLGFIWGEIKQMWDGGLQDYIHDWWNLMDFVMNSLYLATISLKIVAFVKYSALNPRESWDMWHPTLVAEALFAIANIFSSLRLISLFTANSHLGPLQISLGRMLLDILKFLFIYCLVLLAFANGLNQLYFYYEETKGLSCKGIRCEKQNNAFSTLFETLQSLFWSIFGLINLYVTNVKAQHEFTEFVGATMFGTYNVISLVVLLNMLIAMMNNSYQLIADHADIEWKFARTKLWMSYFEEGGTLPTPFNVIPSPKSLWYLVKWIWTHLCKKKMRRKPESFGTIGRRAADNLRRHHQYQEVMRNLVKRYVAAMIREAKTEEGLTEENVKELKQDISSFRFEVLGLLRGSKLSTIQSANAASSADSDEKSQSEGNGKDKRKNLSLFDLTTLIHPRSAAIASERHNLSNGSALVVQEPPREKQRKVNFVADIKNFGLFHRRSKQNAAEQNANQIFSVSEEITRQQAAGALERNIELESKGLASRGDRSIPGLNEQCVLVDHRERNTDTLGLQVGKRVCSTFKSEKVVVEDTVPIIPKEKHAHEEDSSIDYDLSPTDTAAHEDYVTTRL
# MrgX1 antagonist: human MrgX1 receptor antagonism, primary screen. Q96LB2. MRGX1-HEK293 calcium flux, Fluo-4, BAM8-22 antagonism; active compounds read low. B-score at 10 µM. 310,000 compounds, 1.3% hits;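 active = calcium-response B-score plate-corrected more than 3 library SD below zero, starting fluorescence within 5 deviations, no agonist response on first addition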;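 also: peak minus trough fluorescence over baseline after final BAM8-22 challenge near maximal dose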
# aSyn UTR inh: 5' untranslated region of α-synuclein, MLPCN primary screen. alpha-synuclein 5'UTR reporter, inhibitor activity. inhibition, % (tested at 7.5 µM). AID 1813. 300,000 compounds, 0.82% hits; in the data active = inhibition above about 60%;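 also: H4 neuroglioblastoma cells stably carrying SNCA 5'UTR luciferase fusion; 0% = DMSO wells and 100% = positive control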
# TRPC4 agonist: TRPC4 (mouse) channel activation | HEK293 TRPC4beta/mu-opioid, Fluo4 calcium fluorescence; active compounds read high | B-score at 10 µM | 310,000 compounds, 0.49% hits;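 active = B-score above 5 SD of library B-scores, and initial fluorescence ratio not above library mean plus 5 SD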;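 also: positive B-score marks a calcium rise read as TRPC4 activation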
#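 Incubation: 45 min room-temperature Fluo4 loading, 110 s read / System: HEK293 cells stably co-expressing mouse TRPC4beta and mu-opioid receptor / Signal: Fluo4 fluorescence, kinetic / Control set: buffer (low) and maximal DAMGO (high) / Measure: integrated baseline-normalised fluorescence ratio, converted to per-well B score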
# TRPC4 block: inhibitors of mouse TRPC4 channel. 300,000 compounds, 0.39% hits. Q9QUQ5. B-score at 10 µM. HEK293 TRPC4beta/mu-opioid, DAMGO-evoked Fluo4 calcium flux; active compounds read low;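 active = B-score over 3 SD under the library average, no early fluorescence shift, positive overall ratio signal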
#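 Signal: kinetic Fluo4 fluorescence imaging of calcium influx. Material: stable TRPC4beta/mu-opioid receptor HEK293 cells. Probe or stimulus: DAMGO in two steps, submaximal then maximal.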
# TRPC6 act: activates the mouse TRPC6 cation channel. Q61143. HEK293-TRPC6 membrane potential dye fluorescence; active compounds read high. B-score at 10 µM. 310,000 compounds, 0.13% hits. AID 2550;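 active = B-score of the integrated fluorescence ratio above library mean plus 3 SD, and starting fluorescence ratio within library mean plus 5 SD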;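 also: higher score means more depolarization so channel activation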
# KLF5 inhibitor: suppresses KLF5 promoter-driven expression; DLD-1 KLF5 promoter-luciferase reporter, luminescence; AID 1700; inhibition, % at 5 µM; 290,000 compounds, 0.23% hits;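 active = inhibition above a per-plate limit of that plate's mean compound inhibition plus 3 SD, cut at about 60% in these data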;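 also: 0% = DMSO wells and 100% = LY294002 at 200 µM; higher means less KLF5 promoter-driven luciferase light; inactives centre near -14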
# SKKanGAS inh: blocks kanamycin growth of S. pyogenes SKKanGAS strain | BacTiter-Glo, 6 h | inhibition, % at 7.5 µM | 300,000 compounds, 1.3% hits | AID 1662;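 active = mean replicate score, as percent of positive control median, at least 50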;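 also: strain carries kanamycin resistance gene driven by streptokinase promoter and grows in 40 µg/ml kanamycin; loss of luminescence reflects streptokinase promoter inhibition or plain growth inhibition; 0% = median of DMSO wells and 100% = positive control at its reference dose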
# * hit, by the source's call; i = inactive; / = not tested or not shown; & = joins results of further samples.
SMILES,TRPC6 inh,HIF act,IEC-6 tox,TRPC4 potent,MrgX1 antagonist,aSyn UTR inh,TRPC4 agonist,TRPC4 block,TRPC6 act,KLF5 inhibitor,SKKanGAS inh
O=C(COC(=O)c1ccc(Br)cc1)NCCc1ccccc1,i,0.2,1.7,i,i,10.3,i,i,i,-11.7,-4.1
COC(=O)CC1C(=O)NCCN1C(=O)Nc1ccccc1 (stereo unspecified),i,-0.2,-5.7,i,i,8.6,i,i,i,-1.7,11.4
C=CCNc1nc2c(c(=O)n(C)c(=O)n2C)n1CC(=C)C,i,-0.2,/,i,i,2.8,i,i,i,/,-3.4
Cc1ccc(CNC(=O)[C@H]2C[C@@H]2[C@H](NP(=O)(c2ccccc2)c2ccccc2)c2ccccc2)o1,i,1.1,3.2,i,i,-9.2,i,i,i,-20.7,2.4
C=CCN(C(=O)c1cc(C)cc(C)c1)C1(C(=O)Nc2ccccc2)CCN(C(C)C)CC1,i,0.6,9.0,i,i,-26.8,i,i,i,-0.7,/
C=C(Cl)COC(=O)C1C2C=CC(C2)C1C(=O)O (stereo unspecified),i,-0.1,-1.9,i,i,-8.5,i,i,i,-11.2,-2.0
COc1ccc(/C=C2/NC(=O)N(CC(=O)Nc3cccc(C)c3)C2=O)cc1O,i,0.3,-2.7,i,i,39.0,i,i,i,11.6,3.8
Cc1cc(C(=O)OCC(=O)c2c(N)n(C)c(=O)n(C)c2=O)c(C)o1,i,0.1,-3.4,i,i,-40.1,i,i,i,-11.5,23.4
O=C(NCC1CCCO1)c1cc2ccccc2oc1=O (stereo unspecified),i,0.8,3.7,i,i,-15.2,i,i,i,-13.4,4.9
COc1cc(OC)cc(-n2nnnc2SCC(=O)Nc2nc3c(s2)CCCC3)c1,i,-0.3,-8.9,i,i,-15.8,i,i,i,-47.5,20.7
O=C(OCc1nc2ccccc2s1)C1CCN(S(=O)(=O)c2cccs2)CC1,i,2.7,-1.1,i,i,-43.9,i,i,i,-37.0,-0.5
COc1ccc(/C=C/C(=O)N(C)Cc2cccs2)cc1S(=O)(=O)N1CCOCC1,i,0.2,0.2,i,i,-8.1,i,i,i,-27.1,-0.4
COc1ccc(-c2c(-c3ccccc3)c(C(=O)C(=O)NCCCN(C)C)n3ccc4cc(OC)c(OC)cc4c23)cc1OC,i,-2.8,6.0,i,i,-4.0,i,i,i,-20.8,5.7
Cn1c(N)c(S(=O)(=O)N2CCN(Cc3ccccc3)CC2)c(=O)n(C)c1=O,i,0.0,0.0,i,i,1.4,i,i,i,-24.4,4.2
CCN(c1ccccc1)S(=O)(=O)c1ccc(OCC(=O)Nc2cc(C)on2)cc1,i,-0.5,-2.3,i,i,-2.6,i,i,i,-13.1,-2.3
Nc1nc2ccc(S(=O)(=O)c3ccc4nc(N)sc4c3)cc2s1,i,0.0,-5.6,i,i,2.2,i,i,i,-28.9,-5.9
O=C(O)c1ncc(Cl)c(Cl)c1Cl,i,0.7&0.5,-2.8&-5.6,i,i,-9.1&-15.9,i,i,i,14.8&16.3,-2.3&-7.2
Cc1cccc(Nc2ncnc3c2cnn3Cc2ccccc2)c1,i,-0.1,10.1,i,i,12.8,i,i,i,-3.4,9.4
COc1ccccc1OCC(O)CN1CCN(C(=O)c2ccccc2)CC1 (stereo unspecified),i,0.2,-6.6,i,i,2.5,i,i,i,-11.9,-1.5
Cn1cnc([N+](=O)[O-])c1Nc1ccc(O)cc1,i,-0.1,3.4,i,i,-0.5,i,i,i,-17.4,-7.6
COc1ccc(OC)c(NC(=O)c2ccc3c(c2)OCO3)c1,i,-26.4,2.7,i,i,-21.2,i,i,i,-4.3,-5.3
CCCCCC(O)(CCCCC)C(=O)NNc1ccccc1,i,-0.2,0.3,i,i,-1.2,i,i,i,-34.3,10.0
CC(C)(C)OC(=O)NNC(=S)NC1CCCCC1,i,0.4,-5.2,i,i,-0.5,i,i,i,-6.4,2.1
N=C1C(c2nc3ccccc3s2)=C(O)CN1C1CCCCC1,i,2.1,-12.8,i,i,-47.9,i,i,i,-7.6,18.1
CCOC(=O)C1=C(N)Oc2cc(O)ccc2C1c1cccc(Cl)c1 (stereo unspecified),i,1.3,7.7,i,i,-39.2,i,i,i,27.2,38.1

# Next section
SMILES,TRPC6 inh,HIF act,IEC-6 tox,TRPC4 potent,MrgX1 antagonist,aSyn UTR inh,TRPC4 agonist,TRPC4 block,TRPC6 act,KLF5 inhibitor,SKKanGAS inh
Nc1cc(S(=O)(=O)Nc2cc(Cl)ccc2Cl)ccc1N1CCCC1,i,-0.2,1.3,i,i,12.0,i,i,i,10.3,-2.3
O=C(COC(=O)/C=C/c1ccccc1)NCc1ccc(Cl)cc1,i,0.1,-8.1,i,i,-4.5,i,i,i,16.7,-12.5
C#CCOCCOCCOCCNc1nc(N2CCN(C(=O)[C@H](C(C)C)n3cc(CCO)nn3)CC2)nc(N2CCN(C(=O)[C@H]([C@@H](C)CC)n3cc(CCCCN)nn3)CC2)n1,i,-6.0,3.2,i,i,0.1,i,i,i,-13.9,0.7
CCOC(=O)N1CCN(C(=O)C(C)NC(=O)c2ccco2)CC1 (stereo unspecified),i,-0.1,-5.4,i,i,0.5,i,i,i,0.6,-2.9
O=C(NCC1CCCN1S(=O)(=O)c1cccs1)C(=O)Nc1ccccc1 (stereo unspecified),i,0.6,/,i,i,-20.6,i,i,i,/,-0.6
CCCN1CCN(C(=O)CCCn2c(C)c3cnn(-c4ccccc4)c(=O)c3c2C)CC1,i,0.1,/,i,i,9.7,i,i,i,/,0.8
Cc1ccc(NC2CCCN(C(=O)CN3C(=O)CSC3=O)C2)cc1C (stereo unspecified),i,-0.3,3.4,i,i,-8.9,i,i,i,-3.7,0.5
Cc1ccc(C)n1-c1ccc(C(=O)N2CCC(C(N)=O)CC2)cc1,i,0.6,-0.6,i,/,-18.1,i,i,i,-4.6,0.7
CCC(C)(C)C1CCC2(CC1)NC(CO)(CO)CO2 (stereo unspecified),i,-0.2,1.5,i,i,8.9,i,i,i,-31.9,1.5
CCN(CC)C(=O)N1CCN(C(=O)N(CC)CC)CC1,i,-0.2,1.1,i,i,-0.3,i,i,i,-64.8,1.5
O=C(Nc1ccccc1)N1CCCC1c1cccs1 (stereo unspecified),i,-0.6,-5.7,i,i,21.5,i,i,i,2.6,1.1
O=C(CCCCCNC(=O)N1CCn2c1nc1ccccc12)NCc1ccccc1Cl,i,-0.1,0.5,i,i,20.1,i,i,i,3.3,2.6
COC(C(=O)NNC(=O)Cc1ccc(Cl)cc1)c1ccccc1 (stereo unspecified),i,0.1,-0.9,i,i,16.7,i,i,i,-11.8,9.7
COc1ccc(/C=C/C(=O)OCC(=O)NCCC2=CCCCC2)cc1,i,-1.2,-5.4,i,i,-2.7,i,i,i,-1.9,-14.3
CCOC(=O)C1(Cc2ccccc2C)CCCN(C(=O)c2ccc(CSC)o2)C1 (stereo unspecified),i,1.5,5.3,i,i,-1.8,i,i,i,3.7,-1.7
Cc1ccccc1S(=O)(=O)N(CC(O)CN1C(=O)NC(C)(C)C1=O)c1ccccc1 (stereo unspecified),i,0.1,5.9,i,i,1.9,i,i,i,7.7,-1.1
COc1ccc(CCN2CC(C(=O)O)CC2=O)cc1 (stereo unspecified),i,0.1,-1.4,i,i,30.5,i,i,i,-6.8,-1.1
Cc1ccc(NC2CCCN(C(=O)CCC3(C)CC3)C2)cc1C (stereo unspecified),-5.8*,0.1,-5.0,i,i,-3.5,i,i,i,-21.8,-4.1
CCC(=O)c1ccc(OCC(O)CN2C(=O)NC(C)(C)C2=O)cc1 (stereo unspecified),i,-0.2,/,i,i,6.3,i,i,i,/,2.0
Cc1ccc(CC(=O)Nc2ccc(F)c([N+](=O)[O-])c2)cc1,i,-0.2,2.9,i,i,-2.4,i,i,i,-45.6,1.9
CCOC1(OCC)N=C(N)C2(C#N)C(c3cccc(OC)c3OC)C12C#N (stereo unspecified),i,-0.6,5.2,i,i,1.6,i,i,i,-11.2,-4.1
CN(C)CCCNC(=O)/C(=N\O)c1ccccc1,i,-0.1,-3.1,i,i,-2.2,i,i,i,9.9,4.9
CC1C/C(=C/c2ccco2)C(=O)/C(=C/c2ccco2)C1 (stereo unspecified),i,0.1,-3.5,i,i,-31.3,i,i,i,1.4,-1.4
COc1ccc(NC(=O)CN2CCOCC2)cc1,i,0.0,-8.0,i,i,-37.1,i,i,i,-12.5,5.4
CO/N=C/C(=N\Nc1ccccc1)C(=O)c1ccccc1,i,0.9,-2.6,i,i,-6.1,i,i,i,-19.7,26.4

# Next section, starting with the last two of the part before.
SMILES,TRPC6 inh,HIF act,IEC-6 tox,TRPC4 potent,MrgX1 antagonist,aSyn UTR inh,TRPC4 agonist,TRPC4 block,TRPC6 act,KLF5 inhibitor,SKKanGAS inh
COc1ccc(NC(=O)CN2CCOCC2)cc1,i,0.0,-8.0,i,i,-37.1,i,i,i,-12.5,5.4
CO/N=C/C(=N\Nc1ccccc1)C(=O)c1ccccc1,i,0.9,-2.6,i,i,-6.1,i,i,i,-19.7,26.4
COc1ccccc1NC(=O)Nc1ccc(Cc2ccncc2)cc1,i,0.6,10.0,i,i,-5.9,i,i,i,-10.8,1.9
COc1cc(NS(=O)(=O)c2ccc(OC)c(C)c2C)c(OC)cc1Cl,i,-0.1,35.3*,i,i,-25.9,i,i,i,53.0,14.0
C[C@@]12C(=O)N(CCO)CC(=O)N1[C@H](/C=C/c1ccccc1)[C@@H]1C(=O)N(c3ccccc3)C(=O)[C@@H]12,i,0.4,-7.2,i,i,-29.0,i,i,i,18.6,0.0
Cc1cccnc1N(C(=O)Nc1ccccc1)C1=NCC(C)(C)S1,i,0.5,7.6,i,i,-2.8,i,i,i,12.4,-1.8
Cc1ccc2c(C)c(C(=O)Nc3c(C)n(C)n(-c4ccccc4)c3=O)oc2c1C,i,2.1,2.0,i,i,8.5,i,i,i,-15.1,-7.3
CCNC(=O)COC(=O)c1csc2c1CCCC2,i,-0.2,4.3,i,i,10.7,i,i,i,-6.5,-9.8
COc1ccccc1NC(=O)c1ccc(C)c(S(=O)(=O)N2CCCCC2)c1,i,-0.5,2.5,i,i,-3.1,i,i,i,-27.5,2.4
Cc1ccccc1NC(=O)COc1coc(CN2CCN(Cc3ccccc3)CC2)cc1=O,i,0.2,/,i,i,0.3,i,i,i,/,2.7
COc1ccc(CN2CCCC(C(=O)c3cccc(OC(C)C)c3)C2)cc1Cn1cccn1 (stereo unspecified),i,-0.3,-7.5,i,i,1.2,i,i,i,-43.1,-13.0
CC1(C)Cc2ccccc2-c2nnc(-c3ccc4ccccc4n3)n21,i,-0.2,7.2,i,i,21.1,i,i,i,-16.5,8.2

# Compound activity from PubChem BioAssay.
